# Screens deposited in PubChem by NCI.
# NCI-60 one-dose screen, 48 h, at 10 µM unless noted. Numbers give growth in % (100 = growth as untreated, 0 = no growth, -100 = all killed).
# OVCAR-8 = OVCAR-8 ovarian cancer | 81,000 compounds, 4.4% hits
# RXF 393 = RXF 393 renal cancer cells. 77,000 compounds, 6.9% hits
# OVCAR-5 = OVCAR-5 ovarian cancer; 82,000 compounds, 2.9% hits
# A498 = A498 renal cancer cells | 76,000 compounds, 5.4% hits | AID 1794774
# OVCAR-4 = OVCAR-4 ovarian cancer cells; 80,000 compounds, 3.7% hits
# OVCAR-3 = OVCAR-3 ovarian cancer. 79,000 compounds, 7% hits. AID 1794787
# ACHN = ACHN renal cancer. 81,000 compounds, 4.9% hits. AID 1794771
# CAKI-1 = CAKI-1 renal cancer. AID 1794772. 75,000 compounds, 4.7% hits
# Active calls of the source: *; nt = not tested or not shown; & = joins results of further samples. How the source made its calls: active means growth percent below 10; inactive means the rest.
nr	Compound	OVCAR-8	RXF 393	OVCAR-5	A498	OVCAR-4	OVCAR-3	ACHN	CAKI-1
1	CCC/C=C/C=N/N1C(=S)N(Cc2ccccc2)[C@]23OC(N)=C(C#N)[C@]12C(=O)c1ccccc13	79	72	85	85	72	nt	73	nt
2	COc1cc2cc(Oc3ccc(NC(=O)c4cc(C(F)(F)F)cc(C(F)(F)F)c4)cc3)c(C)nc2cc1OC	48	57	68	40	52	15	32	30
3	Cc1cc(C)c2nc(N3CCC(C(=O)NCCCN4CCC(N5CCCCC5)CC4)CC3)sc2c1	99	100	102	83	nt	96	108	100
4	CCN(CC)C(=O)CCCC1CCCCC1	107	nt	103	78	106	120	107	99
5	Cc1ccc(C(C)C)c(O)c1O	89	114	123	91	101	116	112	108
6	Cc1nn(-c2ccc(Cl)cc2)c(=O)n1CCOc1ccccc1Cl	93	115	102	103	68	121	79	86
7	C/C(Cc1ccc(Cl)cc1)=C(/c1ccc(Cl)cc1)c1ccc(OCCN2CCOCC2)cc1	96	103	101	103	99	104	102	95
8	CC(=O)c1nn(-c2ccc(Cl)cc2)/c(=N\N=C\c2coc3ccc(F)cc3c2=O)s1	104	110	102	93	99	111	97	91

# An excerpt of these results, with one line to a screen.
7. C/C(Cc1ccc(Cl)cc1)=C(/c1ccc(Cl)cc1)c1ccc(OCCN2CCOCC2)cc1
2. COc1cc2cc(Oc3ccc(NC(=O)c4cc(C(F)(F)F)cc(C(F)(F)F)c4)cc3)c(C)nc2cc1OC
assay / compound,7,2
OVCAR-8,96,48
RXF 393,103,57
OVCAR-5,101,68
A498,103,40
OVCAR-4,99,52
OVCAR-3,104,15
ACHN,102,32
CAKI-1,95,30

# (more compounds)
nr	Compound	OVCAR-8	RXF 393	OVCAR-5	A498	OVCAR-4	OVCAR-3	ACHN	CAKI-1
9	N=c1nc2c(c(N)n1-c1ccccc1)c(=S)n(-c1ccccc1)c(=S)n2-c1ccccc1	100	nt	102	113	111	125	104	65
10	O=C(CBr)c1cccc([N+](=O)[O-])c1	101	103	105	104	105	103	95	93
11	NC(Cc1c[nH]c2ccccc12)C(=O)O (stereo not drawn)	94&58	103&91	103&92	106&109	102&108	107&120	100&100	85
12	N#CC(C#N)=C(C#N)Nc1ccc(F)cc1	116	102	106	107	105	122	104	97
13	COc1ccc(C(Nc2ccccn2)c2c(C)[nH]c3ccccc23)cc1 (stereo not drawn)	114	104	106	96	103	105	97	95
14	O=C1NC(=O)C(c2ccccc2)O1 (stereo not drawn)	102	121	106	102	98	117	99	98
15	Cc1nnsc1C(=O)Nc1ncnc2nc[nH]c12	95	119	118	97	113	111	107	nt
16	NNC(=O)/C(=C\c1ccccc1)CC(=O)c1ccc(Cl)c(Cl)c1	91	84	92	45	66	93	86	57

# Next part.
nr	Compound	OVCAR-8	RXF 393	OVCAR-5	A498	OVCAR-4	OVCAR-3	ACHN	CAKI-1
17	C[C@@H](O)[C@@H](C)O	105	98	94	57	104	112	98	98
18	CCC(C(CC(=O)c1ccccc1)c1ccccc1)[N+](=O)[O-] (stereo not drawn)	95	94	92	90	86	98	94	88
19	BrCCOc1ccc(OCCBr)cc1	98	95	104	91	123	127	98	87
20	Cc1ccc(-c2csc(NN=C(c3ccccc3)c3ccccc3)n2)cc1	88	97	98	87	71	90	92	87
21	CCOC(=O)CO/N=C(C)/C=C/c1ccc(Br)cc1	92	105	99	67	92	103	84	88
22	CC(=O)OC/C=C(C)/C=C/C=C(C)/C=C/C1=C(C)CCCC1(C)C	nt	nt	nt	104	113	82	nt	87
23	C=C(C)[C@@H]1CC[C@]2(/C=C(/C#N)C(=O)ON)CC[C@]3(C)[C@H](CC[C@@H]4[C@@]5(C)CCC(=O)C(C)(C)[C@@H]5CC[C@]43C)[C@@H]12	85	nt	97	103	82	99	81	58
24	O=C(NCCNc1cc(-c2cn(-c3ccccc3)nc2-c2cccc(O)c2)ccn1)Nc1ccccc1	74	89	92	81	70	82	89	80

# More records:
nr	Compound	OVCAR-8	RXF 393	OVCAR-5	A498	OVCAR-4	OVCAR-3	ACHN	CAKI-1
25	Nc1c(C(=O)Nc2ccc(F)cc2)sc2nc(-c3cnccn3)cc(-c3cccs3)c12	107	117	100	102	104	108	102	98
26	O=C(O)c1ncc(-c2cc(C(F)(F)F)cc(C(F)(F)F)c2)c(NC2CCCCCC2)n1	99	101	108	88	112	103	109	97
27	CC1(C)C(=O)N2C(=O)CC(=O)N2C1=O	104	102	nt	118	111	104	110	96
28	Cc1ccc(-c2c(Br)c(OC(=O)CO[C@@H]3C[C@H](C)CC[C@H]3C(C)C)c(-c3ccc(C)cc3C)c(Br)c2OC(=O)CO[C@H]2C[C@@H](C)CC[C@@H]2C(C)C)c(C)c1	90	nt	102	96	106	110	104	97
29	CC1CCC2C(C)(C)C3CC12CC1OC13C (stereo not drawn)	105	99	105	94	99	110	103	99
30	NNC(=O)CNc1ccc2ccccc2c1	108	-7.3*	195	107	108	114	101	106
31	COc1cccc(NC(=O)c2sc3nc(C)c(C(C)=O)cc3c2N)c1	64	52	112	17	64	18	63	nt
32	C=CCc1ccccc1OCC(=O)O	97	106	89	106	104	125	98	95

# Along the list, quoted from above:
# OVCAR-5 for entries 27–31, in order: nt, 102, 105, 195, 112

# The results go on.
nr	Compound	OVCAR-8	RXF 393	OVCAR-5	A498	OVCAR-4	OVCAR-3	ACHN	CAKI-1
33	CCOc1ccc(N=Nc2ccc(/C=C/c3ccc(N=Nc4ccc(OCC)cc4)cc3S(=O)(=O)O)c(S(=O)(=O)O)c2)cc1	98&107	113&111	104&110	105&129	104&109	105&110	108&107	104
34	COc1ccc(CCN2C(=O)/C(=C/C3=Cc4ccccc4OC3)SC2=S)cc1	112	112	108	122	119	118	107	115
35	Cn1cc(-c2csc(-c3cn(C)c4ccc(F)cc34)n2)c2cnccc21	5.3*	-86*	26	78	11	-57*	-90*	-44*
36	Nc1nc2c(s1)CCc1c-2cn(S(=O)(=O)c2ccccc2)c1-c1ccccc1	89	89	99	95	79	63	75	87
37	NC(=O)c1cc(I)ccc1NC(=O)/C=C/c1ccccc1Cl	31	-18*	38	62	9.9*	-41*	56	13
38	Cn1cc(-c2nn3cc(-c4ccccc4)nc3s2)c2cc(Br)ccc21	101	122	99	99	99	102	91	71
39	O=C(CCl)c1ccc2c(c1)Nc1ccccc1S2	89&95	103	117&105	77&84	83&90	72&97	92&104	98
40	ClC[C@H]1C[C@@H]2C[C@@H]1[C@H]1O[C@@H]21	93	111	102	93	95	102	96	90

# Going on with the list.
nr	Compound	OVCAR-8	RXF 393	OVCAR-5	A498	OVCAR-4	OVCAR-3	ACHN	CAKI-1
41	Cn1c(=O)c2c(nc(Br)n2CC(=O)Nc2ccc(Cl)cc2Cl)n(C)c1=O	99	70	109	64	108	112	105	97
42	O=C(CCl)Oc1ccc(C2CCCCC2)cc1	107	117	106	103	108	111	110	102
43	O=C1Nc2cnc(Cl)nc2Nc2ccc(Cl)cc21	104	99	105	105	110	104	100	94
44	Cc1nnc(N)s1	110&98	137&104	94&102	99&98	117&115	113&110	106&102	102&102
45	CCCCCCCCCCCCCCCC(=O)NCCO	96	124	98	105	115	104	95	92
46	COc1ccc(-c2ccc(C)n2-c2ccc(OC)cc2)cc1	78	74	85	83	72	87	76	63
47	Oc1ccccc1-c1nnco1	99	74	107	76	83	101	83	100
48	C/C(=N/NC(N)=S)c1ccc(Nc2nc(SCC(C)C)nc(-c3ccc(F)cc3)c2C#N)cc1	-3.6*	-45*	29	16	26	-19*	13	-9.4*

# (listing goes on)
nr	Compound	OVCAR-8	RXF 393	OVCAR-5	A498	OVCAR-4	OVCAR-3	ACHN	CAKI-1
49	CCn1c2c(c3ccccc31)CCSC2(C)CCN(C)C (stereo not drawn)	94	91	103	108	123	120	89	93
50	Cc1cc(N)nc(C)n1	90	121	102	101	104	109	93	94
51	Cc1ccc(C)c(Oc2c(-c3nc4ccc(C)cc4[nH]3)c(C)nn2-c2ccccc2)c1	101	111	101	82	100	109	96	89
52	CCOc1ccc(-c2[nH]nc3c2C(c2cccs2)C(C#N)=C(N)O3)cc1OC (stereo not drawn)	102	91	90	96	98	109	98	95
53	O=c1[nH]c(NCc2ccccc2)nc2c3c(sc12)CCCC3	92	nt	107	90	100	106	98	nt
54	CCOC(=O)/C(C#N)=C/c1cccc(OC)c1	100	nt	112	101	100	111	105	99
55	CCN(CCO)CCCC(C)Nc1ccnc2cc(Cl)ccc12 (stereo not drawn)	99&98	101&98	109&119	101&109	111&98	101&103	107&100	107&93
56	CCN1C(=O)/C(=C/C=C/N(C)c2ccccc2)SC1=S	69	90	102	93	nt	81	76	92

# Profiles from above.
# Record of NNC(=O)/C(=C\c1ccccc1)CC(=O)c1ccc(Cl)c(Cl)c1 : OVCAR-8 = 91; RXF 393 = 84; OVCAR-5 = 92; A498 = 45; OVCAR-4 = 66; OVCAR-3 = 93; ACHN = 86; CAKI-1 = 57
# Record of N#CC(C#N)=C(C#N)Nc1ccc(F)cc1 : OVCAR-8 = 116; RXF 393 = 102; OVCAR-5 = 106; A498 = 107; OVCAR-4 = 105; OVCAR-3 = 122; ACHN = 104; CAKI-1 = 97
# Record of Oc1ccccc1-c1nnco1 : OVCAR-8 = 99; RXF 393 = 74; OVCAR-5 = 107; A498 = 76; OVCAR-4 = 83; OVCAR-3 = 101; ACHN = 83; CAKI-1 = 100

# (list continues)
nr	Compound	OVCAR-8	RXF 393	OVCAR-5	A498	OVCAR-4	OVCAR-3	ACHN	CAKI-1
57	CC/C(Br)=C(\Br)Cn1cnc2c(Cl)ncnc21	78	103	94	93	90	84	108	92
58	COc1cc(C(=O)/C=C/c2sc(N(C)Cc3ccccc3)nc2Cl)cc(OC)c1OC	91	75	105	89	111	106	103	nt
59	O=C1C=C[C@]2(C[C@@H](c3cccc(C(F)(F)F)c3)O[C@@H](c3cccc(C(F)(F)F)c3)O2)O1	38	-0.3*	86	31	49	-33*	-49*	33
60	Fc1ccc(C2CC(c3ccccc3Cl)=NN2c2ccc(-c3ccccc3)nn2)cc1 (stereo not drawn)	81	88	99	79	54	72	84	37
61	NC(=O)/N=C(\CCc1nc2ccccc2[nH]1)c1nc2ccccc2[nH]1	103	103	107	112	108	112	102	100
62	CC1(C)OC2OC(COC(=O)c3ccccc3)C(OC(=O)c3ccccc3)C(OC(=O)c3ccccc3)C2O1 (stereo not drawn)	99	94	84	105	87	108	106	74
63	C/C(O)=C(/C=N\C(=S)Nc1ccc(Cl)c(Cl)c1)C(=O)Nc1ccccc1C	93	98	99	103	68	95	99	95
64	Cc1nc(/N=C(\N)NC(=O)Nc2cccc([N+](=O)[O-])c2)sc1C	100	91	91	57	89	96	92	58

# New compounds follow:
nr	Compound	OVCAR-8	RXF 393	OVCAR-5	A498	OVCAR-4	OVCAR-3	ACHN	CAKI-1
65	Cc1ccc(/C=N/n2c(CN3CCCC3)nc3ccccc3c2=O)cc1	99	103	102	70	104	107	100	97
66	CC(C)N1CN2C(=S)NC3C2N(C1)C(=S)N3C (stereo not drawn)	102	105	107	102	117	103	117	93
67	O=C(O)c1cn(C2CC2)c2cc(N3CCN(Cc4n[nH]c(=S)o4)CC3)c(F)cc2c1=O	nt	115	98	92	103	102	100	101
68	Cn1cc(-c2ccc3occ(-c4cccc(-c5ccncc5)c4)c3n2)cn1	7.4*	4.7*	55	-16*	37	18	22	12
69	O=C(O)/C=C/C(=O)O	108&104	110&117	107&104	66&105	106&109	110&117	107&107	101&108
70	Nc1nnc(-c2ccccc2)o1	92	119	109	79	116	105	100	102
71	Cc1cc2c(c3c1C(C)CCC3=O)C(C)(C)CC2(C)C (stereo not drawn)	103	112	97	121	109	103	108	103
72	Cc1cccc2c3c(sc12)C(c1ccc(F)cc1)C(C#N)=C(N)O3 (stereo not drawn)	19	39	26	4.5*	61	3.4*	25	-0.9*
73	COc1cc(C=O)cc(Cl)c1OC	101	113	113	87	111	103	109	nt

# Already shown: two of the compounds above.
nr	Compound	OVCAR-8	RXF 393	OVCAR-5	A498	OVCAR-4	OVCAR-3	ACHN	CAKI-1
65	Cc1ccc(/C=N/n2c(CN3CCCC3)nc3ccccc3c2=O)cc1	99	103	102	70	104	107	100	97
66	CC(C)N1CN2C(=S)NC3C2N(C1)C(=S)N3C (stereo not drawn)	102	105	107	102	117	103	117	93
